Assay outcomes from PubChem.
PolyA inh: polyadenylation inhibitors in yeast reporter cells, primary screen, luminescence, S. cerevisiae; S. cerevisiae SKY197-pL101 polyadenylation reporter, beta-gal luminescence; efflux-impaired pdr1/pdr3 knockout yeast; score 100 = 6 SD above DMSO; calls only at 12 µM; actives 0.02% (n = 300,000); AID 1875, 2009;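 active means lowest replicate activity score at least 50, where 100 means six control SD above control mean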;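 further: yeast exposed to compound for 9 h at 30 °C; higher score means more reporter readthrough which indicates perturbed polyadenylation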
Platelet DG rel: inhibitors of platelet dense granule secretion, primary screen, cell-based, MLPCN, human platelets; AID 1663, 2009; actives 0.22% (n = 300,000); inhibition, %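 (compounds screened at 7.5 µM in platelet-rich plasma)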; human platelet-rich plasma, SFLLRN dense granule ATP release, luminescence;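 active means mean replicate score, as percent of positive control, at or above 50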
HSF1 inhib: HSF1 inhibitors in luciferase reporter cells, primary screen, cell-based, NIH3T3, luminescence. NIH3T3-HGL HSE-luciferase, MG132-induced, luminescence 8 h; hits give low values. activity change, negative = inhibition, % at 7.5 µM (by protocol). actives 0.77% (n = 300,000);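 active means more than half of replicate wells show activity change below -50%, luminescence cut by over half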;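 further: luciferase reports HSF-1 transcriptional activity via heat shock element; 0% = median of DMSO wells and -100% = zero luminescence signal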
HDAC3 inh: HDAC3 deacetylase inhibitors, primary screen, biochemical, fluorescence, cell-free homogeneous; inhibition, % at 8.3 µM; recombinant HDAC3, fluorogenic peptide/trypsin coupled; AID 2718, 2010; actives 0.15% (n = 320,000); in the data active means inhibition above about 26%, passing the limit was not always enough
AI-2 QS modul: Vibrio harveyi AI-2 quorum sensing modulators, primary screen, JMH597 strain, luminescence/OD600 ratio. AID 2094, 2009. Vibrio harveyi JMH597 AI-2 luminescence/OD600 ratio, 9 h; hits give low values; strain lacks LuxN and CqsS sensors; 0 = neutral-control median. activity change, % at 7.5 µM. actives 0.4% (n = 300,000); in the data active means activity change below about -75%, passing the limit was not always enough;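 further: luminescence divided by OD600 gain over 9 h not by final OD600 alone; inactives centre near 13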
GSK3beta inhib: human GSK3beta kinase inhibitors, primary screen, biochemical, cell-free homogeneous, HTS | Glycogen synthase kinase-3 beta (Homo sapiens), P49841 | GST-GSK3beta kinase, ADP-Glo luminescence, 60 min; hits give low values | activity score (negative = inhibition), % at 10 µM | actives 0.038% (n = 300,000) | AID 2097, 2009;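 active means more than half of replicate wells score below -50%, meaning over 50% inhibition versus plate controls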;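 further: 0% = median DMSO wells and -100% = median GW8510 positive control wells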
Target sequence (P49841 whole entry, looked up): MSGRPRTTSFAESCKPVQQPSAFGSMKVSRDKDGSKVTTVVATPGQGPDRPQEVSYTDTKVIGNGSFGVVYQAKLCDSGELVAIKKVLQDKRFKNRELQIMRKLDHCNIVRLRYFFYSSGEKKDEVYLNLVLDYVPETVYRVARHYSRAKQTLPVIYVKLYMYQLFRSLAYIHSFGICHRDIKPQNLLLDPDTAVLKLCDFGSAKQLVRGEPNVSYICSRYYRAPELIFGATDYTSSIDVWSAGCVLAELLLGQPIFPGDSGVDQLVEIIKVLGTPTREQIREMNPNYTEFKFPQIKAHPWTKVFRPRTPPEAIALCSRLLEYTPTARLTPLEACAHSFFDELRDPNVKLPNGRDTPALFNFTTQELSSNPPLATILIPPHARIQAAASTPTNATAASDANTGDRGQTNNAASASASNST
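Assay system: GST-fused GSK3beta enzyme, cell-free / Medium: Tris pH 7.5 buffer with MgCl2, DTT, BSA, heparin / Also added: peptide substrate plus 25 µM ATP (final) / Compound: 10 µM single point / Timing: kinase reaction with compound 60 min at room temperature / Detection: ADP-Glo luminescence / Benchmarks: DMSO neutral wells and GW8510 at 20 µM as positive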
HSP90 inh: HSP90 inhibitors, primary screen, cell lysate, luminescence; Heat shock protein HSP 90 (rabbit reticulocyte lysate; luciferase refolding); actives 0.91% (n = 290,000); AID 1789, 2009; inhibition, % at 5.6 µM; Rabbit reticulocyte lysate, luciferase refolding luminescence, 3 h;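 active means inhibition above the screen-wide mean plus 3 SD, computed separately per campaign, cut at about 16% in these data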;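 further: 0% = DMSO wells and 100% = 60 µM geldanamycin wells; inhibitors lower the luminescence because luciferase stays unfolded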
GSK3A inh: blockers of GSK3A enzyme activity – biochemical, luminescence, cell-free homogeneous, HTS, primary screen | GSK-3 alpha kinase, ADP-Glo luminescence, 60 min | inhibition, % at 10 µM | actives 0.1% (n = 320,000) | AID 2650, 2010;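 in the data active means inhibition above about 50%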;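 further: GST-tagged GSK-3 alpha with peptide substrate and 25 µM ATP; 0% = DMSO neutral wells and 100% = GW8510 positive control wells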
Target sequence (P49840 whole entry, looked up): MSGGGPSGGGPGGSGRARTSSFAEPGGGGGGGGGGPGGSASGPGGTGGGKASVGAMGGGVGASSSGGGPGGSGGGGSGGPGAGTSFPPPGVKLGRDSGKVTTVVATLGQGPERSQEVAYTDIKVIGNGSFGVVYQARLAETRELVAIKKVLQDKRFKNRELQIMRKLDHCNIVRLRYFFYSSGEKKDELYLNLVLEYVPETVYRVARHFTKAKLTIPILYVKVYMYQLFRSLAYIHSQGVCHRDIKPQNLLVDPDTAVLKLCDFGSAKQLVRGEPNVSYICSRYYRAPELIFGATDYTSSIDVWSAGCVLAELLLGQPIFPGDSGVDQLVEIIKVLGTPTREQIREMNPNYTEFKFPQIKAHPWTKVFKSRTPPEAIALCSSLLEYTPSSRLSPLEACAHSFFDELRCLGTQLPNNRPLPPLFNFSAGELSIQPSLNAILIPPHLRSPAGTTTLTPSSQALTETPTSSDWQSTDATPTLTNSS
Dyrk1A ADPGlo: rat Dyrk1A kinase inhibitors, primary screen, biochemical, single point, plate reader; Dual specificity tyrosine-phosphorylation-regulated kinase 1A (Rattus norvegicus), Q63470; ADP-Glo luminescence, NFATc1 peptide; inhibition, % at 12.5 µM; actives 0.43% (n = 310,000); AID 504441, 2011; in the data active means inhibition above about 50%;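 further: plate controls were vehicle with enzyme for no effect and no enzyme for full effect; many of its hits are not listed in these tables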
HSF-1 act: HSF-1 activators, primary screen, NIH3T3-HGL cells, MG132 stress, luminescence, single point. activation, % at 9 µM. actives 1.7% (n = 300,000). NIH3T3-HGL HSF-1 luciferase reporter, 8 h; 100% = twice DMSO control signal;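 active means mean replicate activation of at least 50% with a set share of replicates each reaching 50%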;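 further: 0% = median of the neutral control wells and 100% = twice that signal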
* = called active by the depositor. These rows are one share of the data; rates above refer to the full screens.

C#Cc1cccc(C(=O)NC2CCCN(C3Cc4ccccc4C3)C2)c1 (stereo not drawn) was read as PolyA inh inactive, Platelet DG rel 1, HSF1 inhib -4, HDAC3 inh -1, AI-2 QS modul 0, GSK3beta inhib 4, HSP90 inh -3, GSK3A inh 2, Dyrk1A ADPGlo -3 and HSF-1 act 8.
Screening CC1CCC2(CC1)NC(=O)N(CC(=O)c1ccc(Cl)s1)C2=O (stereo not drawn) returned PolyA inh inactive, Platelet DG rel -14, HSF1 inhib -4, HDAC3 inh 5, AI-2 QS modul 12, GSK3beta inhib -1, HSP90 inh 2, GSK3A inh 1, Dyrk1A ADPGlo 5 and HSF-1 act 15.
`COc1cccc(/C=N/NC(=O)CNC(=O)c2ccc3c(c2)OCCO3)c1O` gave PolyA inh inactive, Platelet DG rel 11, HSF1 inhib -10, HDAC3 inh 3, AI-2 QS modul -1, GSK3beta inhib 1, HSP90 inh 3, GSK3A inh 0, Dyrk1A ADPGlo -2 and HSF-1 act 5.
`COc1ccc(N2Cc3ccccc3C2)cc1Cl` gave PolyA inh inactive, Platelet DG rel 23, HSF1 inhib 5, AI-2 QS modul 29, GSK3beta inhib -1, HSP90 inh -2, GSK3A inh 1, Dyrk1A ADPGlo 3 and HSF-1 act 2.
Screening COc1cc2ccc(=O)oc2cc1OCC(O)C(C)(C)O (stereo not drawn) returned PolyA inh inactive, Platelet DG rel -2, HSF1 inhib -2, HDAC3 inh -72, AI-2 QS modul 5, GSK3beta inhib -2, GSK3A inh 0, Dyrk1A ADPGlo 16 and HSF-1 act 5.
Screening COc1cc(C=O)c(-c2c(C=O)cc(OC)c3c2OCO3)c2c1OCO2 returned PolyA inh inactive, Platelet DG rel -6, HSF1 inhib -5, HDAC3 inh 3, AI-2 QS modul 4, GSK3beta inhib 3, HSP90 inh -5, GSK3A inh 0 and HSF-1 act -10.
Screening CCOC(=O)c1nc(C)nc(Sc2n[nH]c(-c3ccc(C(C)(C)C)cc3)n2)c1C returned PolyA inh inactive, Platelet DG rel 4, HSF1 inhib -3, HDAC3 inh 8, AI-2 QS modul 11, GSK3beta inhib -2, HSP90 inh -1, GSK3A inh 4, Dyrk1A ADPGlo 11 and HSF-1 act -5.
Cc1cc(OCC(=O)NC(Cc2c[nH]c3ccc(O)cc23)C(=O)O)c2c(C)c(C)c(=O)oc2c1 (stereo not drawn) was read as PolyA inh inactive, Platelet DG rel 0, HSF1 inhib -6, HDAC3 inh 2, AI-2 QS modul -5, GSK3beta inhib -3, HSP90 inh 3, GSK3A inh 0, Dyrk1A ADPGlo 11 and HSF-1 act -7.
Screening COc1ccc(CC(=O)Nc2cccc(C(=O)Nc3ccccc3C(=O)O)c2)cc1OC returned PolyA inh inactive, Platelet DG rel -8, HSF1 inhib -2, HDAC3 inh -1, AI-2 QS modul 6, GSK3beta inhib 0, HSP90 inh -3, GSK3A inh -3, Dyrk1A ADPGlo 6 and HSF-1 act -7.
`CC1CCC(N(CCCN)Cc2ccco2)CC1C` (stereo not drawn) gave PolyA inh inactive, Platelet DG rel -4, HSF1 inhib -11, HDAC3 inh 1, AI-2 QS modul 15, GSK3beta inhib 1, HSP90 inh -1, GSK3A inh 1, Dyrk1A ADPGlo -4 and HSF-1 act 5.
Cc1ccccc1CN1CCNC(=O)C1CC(=O)NCCC1=CCCCC1 (stereo not drawn) was read as PolyA inh inactive, Platelet DG rel -11, HSF1 inhib -3, AI-2 QS modul 12, GSK3beta inhib -1, HSP90 inh 7, GSK3A inh -1, Dyrk1A ADPGlo 2 and HSF-1 act 11.
For COc1ccc(-c2cc(COc3ccccc3)on2)cc1 the results were PolyA inh inactive, Platelet DG rel 2, HSF1 inhib 38, HDAC3 inh 3, AI-2 QS modul -89*, GSK3beta inhib 3, HSP90 inh -3, GSK3A inh -1, Dyrk1A ADPGlo -1 and HSF-1 act 35.
`c1ccc(N2CCCCC2)c(Nc2nc3ccccc3n3cnnc23)c1` gave PolyA inh inactive, Platelet DG rel -10, HSF1 inhib -2, HDAC3 inh 6, AI-2 QS modul 31, GSK3beta inhib -2, HSP90 inh -1, GSK3A inh -1, Dyrk1A ADPGlo 3 and HSF-1 act -8.
For Cc1ccc(CSc2ncnc3c2cnn3Cc2ccccc2)cc1 the results were PolyA inh inactive, Platelet DG rel 0, HSF1 inhib 4, HDAC3 inh -2, AI-2 QS modul 8, GSK3beta inhib -2, HSP90 inh 0, GSK3A inh 1, Dyrk1A ADPGlo -1 and HSF-1 act 3.
Cc1cccc(N(CC(=O)N2CCCCCC2)S(C)(=O)=O)c1 was read as PolyA inh inactive, Platelet DG rel 5, HSF1 inhib -7, HDAC3 inh -3, AI-2 QS modul 8, GSK3beta inhib 0, HSP90 inh -2, GSK3A inh -1 and HSF-1 act 3.
O=C(NCc1ccco1)c1ccc(N2CCOCC2)c([N+](=O)[O-])c1 was read as PolyA inh inactive, Platelet DG rel -3, HSF1 inhib 0, HDAC3 inh 2, AI-2 QS modul 14, GSK3beta inhib 1, HSP90 inh 4, GSK3A inh 0, Dyrk1A ADPGlo -5 and HSF-1 act 6.
For COc1ccc(OC)c(S(=O)(=O)NCCc2cn3ccsc3n2)c1 the results were PolyA inh inactive, Platelet DG rel -3, HSF1 inhib -3, HDAC3 inh 0, AI-2 QS modul 12, GSK3beta inhib -2, HSP90 inh -2, GSK3A inh 0, Dyrk1A ADPGlo -1 and HSF-1 act -18.
For O=C(O)COc1ccccc1/C=N/NC(=O)CSc1nc2ccccc2n1Cc1ccc(Cl)cc1 the results were PolyA inh inactive, Platelet DG rel 3, HSF1 inhib 8, HDAC3 inh 7, AI-2 QS modul 4, GSK3beta inhib 3, HSP90 inh 0, GSK3A inh -9, Dyrk1A ADPGlo -17 and HSF-1 act 21.
For Cc1ccc(NC(=O)COC(=O)c2cccc(N3C(=O)c4ccccc4C3=O)c2)cc1 the results were PolyA inh inactive, Platelet DG rel -2, HSF1 inhib -3, HDAC3 inh 3, AI-2 QS modul 23, GSK3beta inhib -3, HSP90 inh -2, GSK3A inh -1, Dyrk1A ADPGlo -4 and HSF-1 act 0.
`CCOC(=O)c1ccc(Nc2ncnc3nc[nH]c23)cc1` gave PolyA inh inactive, Platelet DG rel 8, HSF1 inhib -75*, HDAC3 inh -5, AI-2 QS modul 4, GSK3beta inhib 0, HSP90 inh -2, GSK3A inh -2, Dyrk1A ADPGlo 7 and HSF-1 act -78.
CNC(=O)Nc1cccc(NC(=O)NC)n1 was read as PolyA inh inactive, Platelet DG rel 3, HSF1 inhib 6, HDAC3 inh 4, AI-2 QS modul 19, GSK3beta inhib -3, HSP90 inh 0, GSK3A inh 0, Dyrk1A ADPGlo 5 and HSF-1 act 18.
`CCCCn1c(C)csc1=Nc1cccnc1` gave PolyA inh inactive, Platelet DG rel 7, HSF1 inhib -4, HDAC3 inh 3, AI-2 QS modul 4, GSK3beta inhib -1, HSP90 inh 5, GSK3A inh -2, Dyrk1A ADPGlo 3 and HSF-1 act -1.
`COc1ccc(-n2cc([N+](=O)[O-])c(=O)c3ccc(Cl)cc32)cc1` gave PolyA inh inactive, Platelet DG rel 18, HSF1 inhib -66*, HDAC3 inh 2, AI-2 QS modul 5, GSK3beta inhib -2, GSK3A inh -5, Dyrk1A ADPGlo -2 and HSF-1 act -75.
For O=C(CCn1c(=O)[nH]c2ccccc2c1=O)N1CCN(c2cccc(C(F)(F)F)c2)CC1 the results were PolyA inh inactive, Platelet DG rel -3, HSF1 inhib 0, HDAC3 inh -14, AI-2 QS modul 11, GSK3beta inhib -5, HSP90 inh 1, GSK3A inh 0, Dyrk1A ADPGlo 3 and HSF-1 act -12.
`CCCC(=O)Nc1cc(-c2nnc(OC)c3ccccc23)ccc1N1CCCCC1` gave PolyA inh inactive, Platelet DG rel -2, HSF1 inhib -3, HDAC3 inh 2, AI-2 QS modul 11, GSK3beta inhib 1, HSP90 inh 5, GSK3A inh -1 and HSF-1 act -1.
`Cc1ccc(C)c(N/N=C2\CCCNC2=O)c1` gave PolyA inh inactive, Platelet DG rel 9, HSF1 inhib 0, HDAC3 inh -1, AI-2 QS modul 4, GSK3beta inhib 2, HSP90 inh -2, GSK3A inh -2, Dyrk1A ADPGlo -7 and HSF-1 act 4.
CCN(CC)CCCN1C(=O)c2oc3ccccc3c(=O)c2C1c1cccnc1 (stereo not drawn) was read as PolyA inh inactive, Platelet DG rel -4, HSF1 inhib -4, HDAC3 inh -1, AI-2 QS modul 22, GSK3beta inhib 2, HSP90 inh 1, GSK3A inh -1, Dyrk1A ADPGlo 2 and HSF-1 act -7.
`CCOC(=O)CNc1nc(Cl)nc(NC(C)(C)C)n1` gave PolyA inh inactive, Platelet DG rel 5, HSF1 inhib -1, HDAC3 inh -1, AI-2 QS modul 29, GSK3beta inhib 3, HSP90 inh -4, GSK3A inh -1, Dyrk1A ADPGlo -9 and HSF-1 act -6.
`COC(=O)c1cn(C(=O)c2ccco2)c2ccccc12` gave PolyA inh inactive, HDAC3 inh 6, AI-2 QS modul 14, GSK3beta inhib 0, HSP90 inh 1, GSK3A inh -1 and Dyrk1A ADPGlo 14.
For OC1CCN(c2cc(-c3ccccc3)nc3cc(-c4ccc(F)cc4)nn23)CC1 the results were PolyA inh inactive, Platelet DG rel 4, HSF1 inhib 8, HDAC3 inh -38, AI-2 QS modul 17, GSK3beta inhib -2, HSP90 inh 0, GSK3A inh -3, Dyrk1A ADPGlo 3 and HSF-1 act 2.
`COc1ccc(COc2cc(-c3cccc(OC)c3)nc3ccc(NC(=O)c4ccccc4)cc23)cc1` gave PolyA inh inactive, Platelet DG rel 2, HSF1 inhib 2, HDAC3 inh -2, AI-2 QS modul 15, GSK3beta inhib 2, HSP90 inh -2, GSK3A inh 2, Dyrk1A ADPGlo 9 and HSF-1 act 0.

Compounds listed so far with fluorine (two):
For O=C(CCn1c(=O)[nH]c2ccccc2c1=O)N1CCN(c2cccc(C(F)(F)F)c2)CC1 the results were PolyA inh inactive, Platelet DG rel -3, HSF1 inhib 0, HDAC3 inh -14, AI-2 QS modul 11, GSK3beta inhib -5, HSP90 inh 1, GSK3A inh 0, Dyrk1A ADPGlo 3 and HSF-1 act -12.
For OC1CCN(c2cc(-c3ccccc3)nc3cc(-c4ccc(F)cc4)nn23)CC1 the results were PolyA inh inactive, Platelet DG rel 4, HSF1 inhib 8, HDAC3 inh -38, AI-2 QS modul 17, GSK3beta inhib -2, HSP90 inh 0, GSK3A inh -3, Dyrk1A ADPGlo 3 and HSF-1 act 2.
